Bioassay records deposited in PubChem BioAssay by several laboratories.
FLuc inhib CS: firefly luciferase enzyme inhibitors, primary screen, artefact control for luciferase-based inhibitor screens, biochemical, luminescence, ATPLite. inhibition, % at 10 µM. 1.5% of 200,000 active. 10 min;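 active = inhibition above about 50% when tested at 10 µM, limit read from the data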
Target sequence (P08659 whole entry, looked up): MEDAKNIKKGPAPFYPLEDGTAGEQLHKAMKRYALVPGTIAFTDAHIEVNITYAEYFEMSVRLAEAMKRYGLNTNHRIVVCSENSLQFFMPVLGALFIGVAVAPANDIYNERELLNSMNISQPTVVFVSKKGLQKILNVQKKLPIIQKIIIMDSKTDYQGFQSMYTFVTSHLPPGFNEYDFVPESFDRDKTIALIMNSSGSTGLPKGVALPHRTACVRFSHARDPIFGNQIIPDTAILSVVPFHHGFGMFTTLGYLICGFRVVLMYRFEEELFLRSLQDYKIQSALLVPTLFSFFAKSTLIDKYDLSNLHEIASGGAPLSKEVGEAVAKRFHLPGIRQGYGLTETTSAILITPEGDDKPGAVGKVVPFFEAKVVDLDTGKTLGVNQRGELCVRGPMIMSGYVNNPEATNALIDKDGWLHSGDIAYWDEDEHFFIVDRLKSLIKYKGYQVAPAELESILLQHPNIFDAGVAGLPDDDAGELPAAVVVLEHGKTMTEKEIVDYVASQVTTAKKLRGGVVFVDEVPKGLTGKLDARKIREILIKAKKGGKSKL
FLuc stim CS: FLuc activators, initial screening, artefact control for FLuc-dependent activation tests, biochemical, ATPlite luminescence; ATPlite luciferase biochemical, 10 min; 0 = ATP-free wells, 1 = DMSO control; activation factor at 10 µM; 200,000 tested, under 10 active; AID 1027, 2008;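 active = luciferase activation factor, scaled between plate controls, of at least 2 with compound at 10 µM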
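assay system = Luciferase/luciferin detection reagent, cell-free biochemical luciferase assay | also added = ATP substrate | times = 10 min post-reagent at room temperature | measured by = luminescence from luciferase reaction | measure = luciferase activation, seen as luminescence increase over controls | benchmarks = low control with PBS replacing ATP, high control enzyme plus ATP without compound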
TNAP act hi DEA: TNAP activators at high phosphate acceptor level, primary screen, biochemical, luminescence, uHTS. Alkaline phosphatase, tissue-nonspecific isozyme (Homo sapiens), P05186. purified TNAP, CDP-star luminescence, 1 M DEA, 30 min; stronger effect = higher value; 0 = EDTA background, 1 = DMSO-only activity. activation factor at 20 µM. 200,000 tested, under 10 active;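 active = activation factor at least 2 at 20 µM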
Target sequence (P05186 whole entry, looked up): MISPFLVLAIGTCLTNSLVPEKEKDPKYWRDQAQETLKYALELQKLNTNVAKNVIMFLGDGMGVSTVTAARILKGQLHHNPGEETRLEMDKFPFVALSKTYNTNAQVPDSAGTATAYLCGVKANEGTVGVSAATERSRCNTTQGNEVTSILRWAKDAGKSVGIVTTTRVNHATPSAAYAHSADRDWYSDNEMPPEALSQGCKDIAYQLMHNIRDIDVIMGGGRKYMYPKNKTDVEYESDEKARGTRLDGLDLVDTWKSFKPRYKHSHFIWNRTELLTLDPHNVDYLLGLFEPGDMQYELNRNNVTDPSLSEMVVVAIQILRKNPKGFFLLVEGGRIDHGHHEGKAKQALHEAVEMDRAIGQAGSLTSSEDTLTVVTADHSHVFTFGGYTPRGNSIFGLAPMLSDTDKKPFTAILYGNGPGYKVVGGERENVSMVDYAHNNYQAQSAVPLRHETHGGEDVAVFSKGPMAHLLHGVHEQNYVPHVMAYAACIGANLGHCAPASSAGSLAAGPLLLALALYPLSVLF
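Measured by: Luminescent substrate turnover signal | Test system: Human TNAP | Input: TNAP 1/800 final | Dosing: 20 µM single point | Schedule: 30 min, room temperature | Controls: EDTA wells as negative control, DMSO wells as positive control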
TNAP inh hi DEA: human TNAP enzyme inhibitors, primary screen, biochemical, luminescent, high phosphate acceptor level, uHTS; 0.03% of 200,000 active; Alkaline phosphatase, tissue-nonspecific isozyme (Homo sapiens), P05186; inhibition, % at 20 µM; purified TNAP, CDP-star luminescence, 1 M DEA;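 active = over 50% inhibition of tissue-nonspecific alkaline phosphatase at 20 µM in the single-dose screen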;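 also: plate controls were DMSO wells for no effect and EDTA-quenched wells as full inhibition for full effect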
bIAP inh: bovine intestinal alkaline phosphatase inhibitors, primary screen, selectivity assay for TNAP inhibitor project, biochemical, bovine IAP, CDP-star luminescence | alkaline phosphatase, intestinal [Bos taurus] | purified bovine IAP, 30 min | inhibition, % at 20 µM | 190,000 tested, under 10 active;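 active = over 50% inhibition of intestinal alkaline phosphatase at 20 µM in the single-dose screen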
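Assay system: bovine IAP enzyme; medium: DEA buffer 100 mM, pH 9.8, with MgCl2 1.0 mM, ZnCl2 0.02 mM; doses: 20 µM single dose; incubation: enzyme reaction for 30 min at room temperature; detection: CDP-star luminescence signal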
bIAP activator: bovine intestinal alkaline phosphatase activators, primary screen, biochemical, bovine IAP, CDP-star luminescence. alkaline phosphatase, intestinal [Bos taurus]. activation factor at 20 µM. AID 1016, 2008. 0.17% of 200,000 active. purified bovine IAP, 30 min; stronger effect = higher value; fold of DMSO-control signal, blank-subtracted;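 active = activation factor of 2 or more at 20 µM, a signal rise over negative controls twice the positive control's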
RAM network inh: inhibitors of the yeast RAM network, primary screen, dse1pr::URA3 reporter, 5-FOA selection. S. cerevisiae dse1pr::URA3 reporter, 5-FOA growth OD615, 2 d; analog-sensitive cbk1-as2 kinase mutant strain. inhibition, % at 50 µM. 1.8% of 190,000 active. AID 868, 2007;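 active = inhibition above a set limit, 3 SD over mean compound inhibition, cut at about 8.4% in these data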;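 also: 0% = DMSO-only wells with no growth and 100% = 10 µM 1-NA-PP1 full growth; inhibition rescues growth on 5-FOA so higher OD means more RAM inhibition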
TNAP inh no acc: human TNAP enzyme inhibitors, primary screen, biochemical, luminescent, no phosphate acceptor, uHTS | purified TNAP, CDP-star luminescence, 30 min | 0.26% of 200,000 active | Alkaline phosphatase, tissue-nonspecific isozyme (Homo sapiens), P05186 | inhibition, % at 20 µM | AID 1012, 2008;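 active = tissue-nonspecific alkaline phosphatase inhibition above about 50% at 20 µM in the single-dose screen, limit read from the data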;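 also: 0% = DMSO negative control and 100% = EDTA positive control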
APP transl inh: inhibitors of APP translation via 5'UTR reporter, primary screen, APP 5'UTR luciferase, SH-SY5Y cells. SH-SY5Y APP 5'UTR-luciferase reporter, luminescence. inhibition, % at 2 µM. 0.82% of 190,000 active;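 active = inhibition above a set limit, derived from the sample mean plus 3 SD, cut at about 45% in these data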; also: values of inactives mirror those of a sister screen read the other way
L major viab: Leishmania major promastigote growth inhibition, primary screen; Leishmania major promastigotes, resazurin fluorescence viability; inhibition, % at 10 µM; 9% of 200,000 active; in the data active = inhibition above about 50%;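 also: promastigotes grown with compound for 44 hours at 28 °C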
Active calls of the source: *; · = not tested or not shown.

SMILES	FLuc inhib CS	FLuc stim CS	TNAP act hi DEA	TNAP inh hi DEA	bIAP inh	bIAP activator	RAM network inh	TNAP inh no acc	APP transl inh	L major viab
COc1ccc2nc(NC(=O)c3cc(S(=O)(=O)N4CCOCC4)ccc3C)sc2c1	-4	1	1	-5	0	1	8.2	-7	-9	56*
O=C(CCSCc1ccccc1Cl)NCc1ccco1	-9	1.1	1	-2	19	0.8	0.6	-7	-16	-11
COc1ccc(CC(=O)Nc2ccc3c(c2)CCC3)cc1OC	-5	1.1	1	-2	-23	1.2	1.1	-5	-4	0
CCCCSCc1ccc(C(=O)O)o1	-8	1.1	1	-3	14	0.9	-1.6	-8	-8	-5
CC(C)(CO)NC(=O)C(c1ccccc1)c1ccccc1	-7	1.1	1	-4	8	0.9	1.3	-14	-19	-6
Cc1ccc(C(O)(C(=O)NNS(=O)(=O)c2ccc(C)cc2)c2ccc(C)cc2)cc1	0	1	1	2	16	0.8	-0.4	0	2	29
CN(C(=S)Nc1ccc(Oc2ccccc2)cc1)c1ccc(O)cc1	-1	1	1	4	-9	1.1	14*	-9	0	0
c1ccc(COc2ccc(CNn3cnnc3)cc2)cc1	1	1	1	-4	4	1	-0.1	-11	16	-2
O=C1C(=O)N(CNc2cccnc2)c2ccccc21	1	1	0.9	10	-1	1	0.5	-7	20	-5
c1ccc(C2CNCc3c2ccc2ccccc32)cc1 (stereo not given)	-6	1.1	1	-4	9	0.9	0.0	-7	-22	20
CCCCNc1nnc(SCC(=O)c2c[nH]c3ccccc23)s1	-4	1	1.1	-9	-8	1.1	2.6	-4	-6	67*
CCO[C@@H]1OC(C(=O)N2CCOCC2)=C[C@H](c2ccc(C(F)(F)F)cc2)[C@H]1CCCO	-3	1	1	-2	-8	1.1	0.6	-5	9	-5
O=C(CCC(=O)c1cccs1)OCC(=O)N1CCN(C(=O)c2ccco2)CC1	-3	1	1	-4	-6	1.1	-1.3	-8	-12	-7
COCCSc1ccccc1C(=O)Nc1ccc([N+](=O)[O-])cc1OC	-6	1.1	1	-2	15	0.8	1.1	-13	-1	8
COc1ccc(NS(=O)(=O)c2cc(NC(=O)CNC(=O)c3ccc(C)s3)ccc2Cl)cc1	-4	1	1	-4	2	1	10*	-10	-22	84*
Cn1c(=O)c(Oc2cc(Cl)cc(Cl)c2)nc2ccccc21	-2	1	1	4	7	0.9	-0.5	-4	12	-1
CCN(CC)c1ccc(NC(=O)CCS(=O)(=O)c2cccc3nsnc23)c(C)c1	-4	1	1	-2	-6	1.1	-0.4	-13	-29	8
CCn1cc(CNCc2c(C(=O)N3CCCCC3)nc3c(C)cccn23)cn1	-5	1.1	1.1	-7	-11	1.1	1.9	-13	5	7
C/C(=N\NC(=O)C1COc2ccccc2O1)c1cc2ccccc2o1 (stereo not given)	-7	1.1	1.1	-6	7	0.9	4.8	-14	5	-3
CC(=O)Nc1ccc(Cc2ccncc2)cc1	1	1	1	-2	9	0.9	0.7	-5	-4	0
O=C(O)c1cccc(NC(=O)C2CC(=O)N(Cc3ccccc3)C2)c1 (stereo not given)	2	1	1	0	6	0.9	2.0	-6	-3	-5
Cc1ccc2c(c1)N(C(=O)NC1CCCCC1)C(C)(C)CC2C (stereo not given)	-2	1	1	-4	2	1	1.7	-8	1	11
CC(C(=O)Nc1cccc(Br)c1)c1ccc([N+](=O)[O-])cc1 (stereo not given)	-4	1	1	-4	4	1	0.5	4	-22	51*
O=C(c1cnn2c(C(F)(F)F)cc(-c3ccccc3)nc12)N1CCCc2ccccc21	-5	1	1	-1	4	1	6.7	1	-5	0
Cc1cc(N2C(=O)CCC2=O)ccc1NC(=O)c1cccs1	-11	1.1	1	-3	13	0.9	0.3	3	-14	0
CCOC(=O)C1=C(C)N=c2s/c(=C/c3ccco3)c(=O)n2C1c1cccc(OC)c1 (stereo not given)	-2	1	0.9	9	2	1	9.5*	4	3	23
NC(=O)COC(=O)c1cccc(NS(=O)(=O)/C=C/c2ccccc2)c1	-8	1.1	1	2	2	1	-0.9	-9	1	3
COCCn1nnnc1SCC(=O)c1ccccc1	-7	1.1	1	-2	10	0.9	-0.1	-10	-20	-8
Cc1cc(C)n(CC(O)CN2c3ccccc3Sc3ccccc32)n1 (stereo not given)	-8	1.1	1.1	-6	-1	1	-0.5	6	0	27
CC1CC2c3cccc(C(=O)O)c3C(=O)N2c2ccc(Cl)cc21 (stereo not given)	-6	1.1	1	-3	9	0.9	2.7	-8	11	0
COc1ccccc1NC(=O)Cn1nnc(-c2ccccc2NC(=O)c2cnccn2)n1	-6	1.1	1.1	-5	0	1	3.5	2	4	26
CCc1cc2c(COC(=O)c3c(C)noc3C)cc(=O)oc2cc1O	-5	1.1	1	-1	0	1	5.9	-7	4	86*
COc1ccc2c(c1)cc1n2CCN=C1NCCO	-6	1.1	1	-4	34	0.7	1.7	-20	-5	2
CC(C)(C)C(=O)Cn1c(NCCCO)nc2ccccc21	-2	1	1	-1	1	1	-0.5	-7	-5	5
Cn1c(CCNC(=O)c2ccccc2F)nnc1SCc1nc2ccccc2c(=O)[nH]1	-4	1	1	-2	1	1	-1.2	-5	-6	-5
CCCN(CCC)C(=O)c1c(C)[nH]c(C(=O)OCC)c1C	3	1	1	1	-3	1	1.5	-10	-3	9
CC1(C)Cc2c(C#N)c(NCCCO)nc(-c3ccccc3)c2CO1	-8	1.1	1.1	-5	-3	1	2.6	-11	·	3
O=C(COc1ccc2ccccc2c1Br)NC(=S)Nc1cccc(CO)c1	3	1	1.1	-8	6	0.9	3.7	-9	-30	-6
CC(=O)C1=C(NC(=O)c2ccccc2F)C[C@@H]2[C@H]1C2(C)C	-1	1	1	3	8	0.9	0.1	-3	3	2
COCCNC(=O)c1ccccc1NS(=O)(=O)c1ccc(C)c([N+](=O)[O-])c1	-5	1.1	1	-1	1	1	1.4	-7	-1	55*
CCNC(=O)OCC12CC3CC(CC(C3)C1)C2	0	1	1	-4	10	0.9	1.0	-15	6	8
CCc1cc2cc3c(cc2nc1SCC(=O)Nc1cc(C)on1)OCO3	0	1	1	-4	-4	1	0.5	-4	6	-4
CC1(C)Cc2ccccc2C(CSc2ccccc2C(=O)O)=N1	-2	1	1	0	2	1	1.1	-1	-25	-2
O=C(NCc1ccco1)c1ccc2c(c1)C(=O)N(C1CCCCC1)C2=O	-4	1	1	-2	4	1	1.2	-10	5	4
CC(C)CCN1CCN(C/C=C/c2ccco2)CC1CCO (stereo not given)	-2	1	1	-2	14	0.9	1.1	-5	5	6
Cc1cc(C)n2nc(S(=O)(=O)NC(C)(C)C)nc2n1	-1	1	1	1	-2	1	3.5	-2	-21	1
O=C(COC(=O)/C=C/c1ccc(F)cc1)Nc1ccc(Cl)cn1	1	1	1	-4	9	0.9	1.3	-20	3	-6
CS(=O)(=O)N(Cc1ccccc1)c1ccc(C(=O)Nc2cccnc2)cc1	-6	1.1	1	4	19	0.8	2.0	-2	19	1
Cc1cc(C(F)F)n2nc(C(=O)Nc3cc(C)on3)nc2n1	-16	1.2	1	0	12	0.9	0.3	7	13	8
O=C(CSc1ncc(-c2ccccc2)[nH]1)Nc1cccc(O)c1	3	1	1.1	-8	7	0.9	1.7	-14	-3	3
CN1C2C=C3C(C#N)=C(N)C(C#N)(C#N)C(c4ccc(Br)cc4)C3C1CC2 (stereo not given)	-8	1.1	1	-5	4	1	0.2	-9	2	98*
Cc1c(NC(=O)CN2CC(C)OC(C)C2)c(=O)n(-c2ccccc2)n1C (stereo not given)	-3	1	1	-1	11	0.9	0.0	-10	-5	-4
Nc1nnc(SCCN2C(=O)c3ccccc3S2(=O)=O)s1	-5	1.1	1	0	12	0.9	-0.5	-8	3	-3
COc1ccc(NS(=O)(=O)c2ccc(NC(=S)NC(=O)c3ccc(Br)cc3)cc2)nn1	-4	1	1	4	4	1	3.6	15	7	85*
CCN1C(=O)CC(N2CCN(c3ccc(OC)cc3)CC2)C1=O (stereo not given)	5	0.9	1	-1	-5	1	-0.1	-6	4	0
O=S(=O)(/N=C(\c1ccccc1)N1CCOCC1)c1ccc(Cl)cc1	-7	1.1	1	-1	8	0.9	-1.9	-19	14	-2

Rewritten in markdown: eleven of the compounds above.
| SMILES | FLuc inhib CS | FLuc stim CS | TNAP act hi DEA | TNAP inh hi DEA | bIAP inh | bIAP activator | RAM network inh | TNAP inh no acc | APP transl inh | L major viab |
| --- | --- | --- | --- | --- | --- | --- | --- | --- | --- | --- |
| Cc1cc(C)n2nc(S(=O)(=O)NC(C)(C)C)nc2n1 | -1 | 1 | 1 | 1 | -2 | 1 | 3.5 | -2 | -21 | 1 |
| O=C(COC(=O)/C=C/c1ccc(F)cc1)Nc1ccc(Cl)cn1 | 1 | 1 | 1 | -4 | 9 | 0.9 | 1.3 | -20 | 3 | -6 |
| CS(=O)(=O)N(Cc1ccccc1)c1ccc(C(=O)Nc2cccnc2)cc1 | -6 | 1.1 | 1 | 4 | 19 | 0.8 | 2.0 | -2 | 19 | 1 |
| Cc1cc(C(F)F)n2nc(C(=O)Nc3cc(C)on3)nc2n1 | -16 | 1.2 | 1 | 0 | 12 | 0.9 | 0.3 | 7 | 13 | 8 |
| O=C(CSc1ncc(-c2ccccc2)[nH]1)Nc1cccc(O)c1 | 3 | 1 | 1.1 | -8 | 7 | 0.9 | 1.7 | -14 | -3 | 3 |
| CN1C2C=C3C(C#N)=C(N)C(C#N)(C#N)C(c4ccc(Br)cc4)C3C1CC2 (stereo not given) | -8 | 1.1 | 1 | -5 | 4 | 1 | 0.2 | -9 | 2 | 98* |
| Cc1c(NC(=O)CN2CC(C)OC(C)C2)c(=O)n(-c2ccccc2)n1C (stereo not given) | -3 | 1 | 1 | -1 | 11 | 0.9 | 0.0 | -10 | -5 | -4 |
| Nc1nnc(SCCN2C(=O)c3ccccc3S2(=O)=O)s1 | -5 | 1.1 | 1 | 0 | 12 | 0.9 | -0.5 | -8 | 3 | -3 |
| COc1ccc(NS(=O)(=O)c2ccc(NC(=S)NC(=O)c3ccc(Br)cc3)cc2)nn1 | -4 | 1 | 1 | 4 | 4 | 1 | 3.6 | 15 | 7 | 85* |
| CCN1C(=O)CC(N2CCN(c3ccc(OC)cc3)CC2)C1=O (stereo not given) | 5 | 0.9 | 1 | -1 | -5 | 1 | -0.1 | -6 | 4 | 0 |
| O=S(=O)(/N=C(\c1ccccc1)N1CCOCC1)c1ccc(Cl)cc1 | -7 | 1.1 | 1 | -1 | 8 | 0.9 | -1.9 | -19 | 14 | -2 |
